CBFb-RUNX1 inh: inhibitors of human CBF-beta and RUNX1 interaction; AlphaScreen CBFb-His/RUNX1-biotin binding, biochemical; Potency, µM (doses to about 59.8 µM), for inactives: at the highest dose activity, negative = inhibition, actives largely listed as inhibitors; 230,000 tested, under 10 active; also: % of control where 0% means no effect
Target sequence (Q01196 whole entry, looked up): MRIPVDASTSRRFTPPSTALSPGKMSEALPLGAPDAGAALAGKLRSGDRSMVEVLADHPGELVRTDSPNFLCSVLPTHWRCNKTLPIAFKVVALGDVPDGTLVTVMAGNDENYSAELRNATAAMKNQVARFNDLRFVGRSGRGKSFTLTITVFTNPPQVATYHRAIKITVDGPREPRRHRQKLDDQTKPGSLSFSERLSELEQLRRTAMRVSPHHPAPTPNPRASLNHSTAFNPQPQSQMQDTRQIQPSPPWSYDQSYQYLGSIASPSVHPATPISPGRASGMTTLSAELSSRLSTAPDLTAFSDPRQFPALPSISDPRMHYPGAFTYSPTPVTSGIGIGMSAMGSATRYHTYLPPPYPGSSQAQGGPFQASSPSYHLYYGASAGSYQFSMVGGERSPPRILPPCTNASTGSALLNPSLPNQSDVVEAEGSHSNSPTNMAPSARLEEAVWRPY
Target sequence (Q13951 whole entry, looked up): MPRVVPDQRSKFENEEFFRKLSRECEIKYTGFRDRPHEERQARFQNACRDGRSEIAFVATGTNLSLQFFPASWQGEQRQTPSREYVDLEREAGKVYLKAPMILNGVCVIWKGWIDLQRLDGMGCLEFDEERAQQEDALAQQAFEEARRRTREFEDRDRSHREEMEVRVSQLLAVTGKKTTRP
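CBFb-His/RUNX1-biotin, 30 nM each, preincubated 20 min RT; compound 15 min RT; Ni + streptavidin beads 50 ng each, 90 min RT; AlphaScreen read.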
HTT ATP protect: Huntington cell model cytoprotection by ATP luminescence; PC12 HTT-Q103 induced, cytoprotection, ATP luminescence, 40 h; Potency, µM (series often up to 56.4 µM), inactives show cytoprotection (ATP increase), actives largely listed as activators; 0.14% of 230,000 active; AID 1471;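 also: potency is read from the fitted curve at half-maximal effect; % of control where 0% means no effect; nearly all actives have a fitted effect of over 45% in size; toxic huntingtin expression switched on by the ecdysone agonist tebufenozide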
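Stable PC12 Q103-GFP cells in serum-supplemented, phenol red-free DMEM; induction by tebufenozide at 100 nM final; compound dose series; cell viability quantified luminescently from ATP.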
HTT aggregate: reduces HttQ103-GFP aggregates in PC12 cells; 1.1% of 220,000 active; Potency, µM (top dose mostly 46.1 µM), inactives show top-dose activity change, negative = inhibition, usual class: inhibitors; PC12 HttQ103-GFP aggregates, Acumen cytometry, 40 h; also: potency is read from the fitted curve at half-maximal effect; % is scaled to controls: 0 for no effect and ±100 for the full control effect; nearly all actives have a fitted effect of over 60% in size
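Multiplexed with ATP-based cell death, this channel scores GFP aggregates in PC12 cells expressing inducible HTTex1-Q103-GFP. Induction used 100 nM tebufenozide; compounds were tested in concentration series.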
IMPase Li inh: cell-permeable IMPase inhibitors with lithium potentiation; CHO-M1 cells, IP1 TR-FRET (IP-One), carbachol + lithium; Potency, µM (doses to about 59.4 µM), inactives show at the top dose activity, negative = IMPase inhibition, actives largely listed as inhibitors; 0.35% of 210,000 active; AID 1457;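 also: IP1 builds up when IMPase is blocked and the TR-FRET signal falls; potency is read from the fitted curve at half-maximal effect; plate controls were basal vehicle for no effect and high inhibitor control for full effect; nearly all actives have a fitted effect of over 50% in size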
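CHO cells stably expressing M1 receptor (2000/well, cultured 16–30 h) treated 30 min at 37C with compound plus low lithium. Cytosolic IP1 by TR-FRET (665/620 ratio and 620 channel) after 10 min lysis; AC50 by Hill fit.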
Lamin A splicing: changes lamin A minigene splicing in HeLa cells | HeLa LMNA splicing GFP/RFP minigene ratio, 48 h | 0.01% of 200,000 active | Potency, µM (top dose mostly 46.1 µM), for the others: top-dose ratio change, negative = inhibition, hits mostly inhibitors; active = well fitted inhibition curve with a large enough effect in the signal ratio, with a control signal flat, not every such curve was filed as active; inconclusive = small, poorly fitted or top-dose-only effect, or effect the other way, or a change in a side signal; the % refers to the signal ratio; also: potency is read from the fitted curve at half-maximal effect; % is scaled to controls: 0 for no effect and ±100 for the full control effect
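S3 HeLa cells stably expressing lamin A-EGFP splicing minigene plus DsRed2, 600 cells/well, 48 h compound exposure at 37C. Laser-scanning cytometry; analysed as GFP (500-530 nm)/RFP (575-640 nm) total intensity ratio; 0.5% DMSO vehicle.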
SMN2 splice up: SMN2 splice variant enhancement; HEK293 SMN2-luciferase splicing reporter, luminescence, 30-36 h; Potency, µM (highest dose often 46.1 µM), inactives show at the top dose activity change, positive = activation, hits mostly activators; 2.8% of 210,000 active; also: potency is read from the fitted curve at half-maximal effect; % of control where 0% means no effect; nearly all actives have a fitted effect of over 55% in size
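HEK293 cells carry an SMN2 […]–luciferase reporter in which exon 7 inclusion puts luciferase in frame. Cells were plated 10-12 h before compound addition, then incubated 30-36 h at 37C. ONE-Glo luminescence was read; sodium butyrate at 4.5 mM final served as control.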
Luc counter: blocks Kinase-Glo luciferase, a counter-screen artifact; Q27757; Kinase-Glo luciferase, ATP luminescence, 8 min; Potency, µM (top dose mostly 38.3 µM), without a hit: at the top dose activity change, negative = inhibition, hits mostly inhibitors; 0.28% of 200,000 active; also: potency is read from the fitted curve at half-maximal effect; % is scaled to controls: 0 for no effect and ±100 for the full control effect; nearly all actives have a fitted effect of over 60% in size
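Luminescence was the read-out, taken after 8-minute incubation at ambient temperature. Luciferase turned over luciferin with 10 uM ATP in imidazole pH 7.2 buffer containing KCl, MgCl2, Tween 20 and BSA.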
An asterisk follows results filed as active; u = inconclusive; x = not tested or not shown; [ ] = another dose, or the depositor's remark. Unless noted, calls follow the shape of the dose curve; as a rule, active = well fitted curve in the direction sought with a large enough effect; inconclusive = small, poorly fitted or top-dose-only effect, or another doubt; inactive = no such curve, though single readings can be large; an effect the other way counts as inactive or inconclusive.

SMILES	CBFb-RUNX1 inh	HTT ATP protect	HTT aggregate	IMPase Li inh	Lamin A splicing	SMN2 splice up	Luc counter
Oc1ccc(Br)cc1C=Nc1ccc2[nH]ncc2c1	7%	-10%[10 µM]	-7%	-12%	-10%	15%	-1%
CCOC(=O)c1c(NC(=O)c2ccc(-n3cnnn3)cc2)sc2c1CCCC2	2%	-7%[10 µM]	15%	2%	-6%	-16%	-2%
O=C(NCCn1ccc2ccccc21)C1CCCCC1	1%	-4%[10 µM]	2%	3%	u	u	3%
Cc1cc(C)c(-n2c(C)cc(/C=C3/NC(=O)NC3=O)c2C)c(C)c1	-26%	-49%[inhibitor]	10%	13%[38.3 µM]	u	-10%	-2%
CCOC(=O)c1nn(-c2c(C)n(C)n(-c3ccccc3)c2=O)cc1O	3%	2%	7%	5%[38.3 µM]	2%	3%	14%
CC(C)(C)CC(C)(C)NC(=O)c1ccccc1	5%	-19%[1.9 µM]	3%[9.22 µM]	11%	6%[46 µM]	1%	0%
N#CC1C(C#N)N2CCCN2C1c1ccc(Cl)cc1 (centres undefined)	0%	-6%[1.9 µM]	-13%	8%	1%	12%	-2%
N#Cc1cn(OCc2ccccc2)c(=O)[nH]c1=O	9%	x	-11%	-4%	5%	-12%	-5%
O=C(O)CC(NC(=O)c1cccc([N+](=O)[O-])c1)c1ccc2c(c1)OCO2 (centres undefined)	-2%	-7%	-9%	-4%	x	1%	2%
Cc1ccc(SCc2ccc(C(=O)N3CCCC3)cc2)cc1	6%	-40%[inhibitor]	11µM*	11%	x	u	-2%
O=C(N/N=C/c1cccn1-c1cccc(C(=O)O)c1)Nc1ccccc1	u	x	u	5%	-12%	-1%	0%
COc1ccc(-c2cc(C(F)(F)F)nc(SCC(=O)NCCCN3CCOCC3)n2)cc1	0%	12%[10 µM]	18%[9.22 µM]	7%	-5%[46 µM]	11%	-1%
CSc1ccc(OC2CCCCC2NS(=O)(=O)c2ccccc2)cc1 (centres undefined)	7%	37%[10 µM]	12%	7%	u	-45%[inhibitor]	-2%
COn1c(=O)c(-c2cccs2)[n+]([O-])c2ccccc21	-3%	-14%	8%	2%[38.3 µM]	-2%	3%	0%
O=C(NCCc1ccccc1)C1CCC(CNc2nc(=S)[nH]c3ccccc23)CC1 (centres undefined)	-5%	-94%[inhibitor]	3%	4%	u	1%	-2%
COC(CNC(=O)CCc1c(C)nc2c(-c3ccc(F)cc3)c(C)nn2c1C)OC	7%	-26%	-2%	12%[38.3 µM]	-3%	-19%	-4%
COc1cccc(NC(=O)c2sc(NC(=O)c3ccncc3)nc2C)c1	7%	7%[10 µM]	9%[9.22 µM]	x	x	x	x
Cc1nn(-c2ccccc2)c(N)c1-c1ccccc1	3%	-117%[inhibitor]	-6%	9%	-7%[46 µM]	13µM*	-5%
COc1ccc(-c2nc(N)nc(C(F)(F)F)c2-c2cscn2)c(O)c1	4%	-20%[10 µM]	-16%[9.22 µM]	x	x	x	x
O[C@@H]1C2CCCC1[C@]1(O)CCCCC1C2 (some centres undefined)	2%	9%	-10%	-2%[38.3 µM]	7%	-6%	-3%
Cc1ccc(C)c(N2CCN(C(=O)CC3Sc4ccccc4NC3=O)CC2)c1 (centres undefined)	-4%	-31%	u	3%[38.3 µM]	0%	-25%	5%
CCOC(=O)CCNC(=O)N1CCCC(C(=O)c2ccccc2SC)C1 (centres undefined)	5%	2%[10 µM]	5%[9.22 µM]	6%	u	x	-2%
Cc1cnc(NC(=O)C2COc3ccccc3O2)s1 (centres undefined)	-23%	-6%	4%	0%[38.3 µM]	15%	10µM*	-20%
O=Cc1cnc(N2CCN(Cc3ccccc3)CC2)s1	-3%	-27%	32%[9.22 µM]	2%	x	-4%	0%
CC(NC(=O)c1cc2sccc2n1C)c1ccc2c(c1)OCCO2 (centres undefined)	-4%	14%[10 µM]	-10%	-5%	u	-15%	8%

SMN2 splice up: what is marked active above
compound	CBFb-RUNX1 inh	IMPase Li inh	Lamin A splicing	SMN2 splice up
Cc1nn(-c2ccccc2)c(N)c1-c1ccccc1	3%	9%	-7%[46 µM]	13µM*
Cc1cnc(NC(=O)C2COc3ccccc3O2)s1 (centres undefined)	-23%	0%[38.3 µM]	15%	10µM*

The listing continues:
SMILES	CBFb-RUNX1 inh	HTT ATP protect	HTT aggregate	IMPase Li inh	Lamin A splicing	SMN2 splice up	Luc counter
Cc1ccccc1NC(=O)Cc1nnc(NC(=O)Nc2ccccc2F)s1	10%	0%[10 µM]	-4%[9.22 µM]	x	x	x	x
COC(=O)CN1C(=O)C(O)(CC(=O)c2ccc(C)cc2)c2cc(Br)ccc21 (centres undefined)	5%	-10%[10 µM]	-5%	24%[38.3 µM]	-6%	4%	-1%
CCOC(=O)/C(=C\c1ccc(Cl)cc1)c1nc2sc(C)c(C)c2c(=O)[nH]1	5%	3%[10 µM]	u	15%	u	1%[1.84 µM]	-2%
COc1ccc(CCNCC(O)COc2cccc(Br)c2)cc1 (centres undefined)	22%	-19%	4%	8%	x	x	x
COC(=O)c1ccccc1NC(=O)Cn1c(=O)n(Cc2ccccc2)c(=O)c2c(C)c(C)sc21	-9%	1%[10 µM]	15%	7%	-7%	-13%	1%
COc1ccc(C(=O)N(NC(=O)Oc2ccccc2)C(C)(C)C)cc1	6%	16%[10 µM]	u	11%	2%	-4%	12%
O=C(O)Cc1n[nH]c(=O)c2ccccc12	14%	x	-6%	-11%	u	16%	-1%
COc1ccccc1CNc1ncncc1-c1ccc(C(=O)N(C)C)cc1	x	2%	x	2%	9%	x	x
CCCCN(CC)Cc1c(O)ccc2c(-c3ccccc3)cc(=O)oc12	13%	17%[10 µM]	-5%[9.22 µM]	x	x	x	x
Cc1cc(Cl)ccc1C(=O)C1CCCN(C(=O)c2cc(C(C)C)no2)C1 (centres undefined)	11%	-6%[10 µM]	-1%[9.22 µM]	9%	x	x	0%
CCCCOc1ccc(N(CC(=O)NCC2CCCO2)C(=O)CCC(=O)Nc2nccs2)cc1 (centres undefined)	1%	17%[10 µM]	3%[9.22 µM]	9%	-14%[46 µM]	x	-2%
COC(=O)c1[nH]c2ccc(Br)cc2c1NC(=O)CN1CCCc2ccccc21	-16%	-53%[inhibitor]	0%	-4%[38.3 µM]	14%	-16%	0%
CC(C)(C)NCc1cc(Cl)ccc1OCc1ccccc1F	-5%	x	3%	9%	-11%[46 µM]	-4%	1%
COc1cc(OC)nc(NC2OC(=O)c3ccccc32)n1 (centres undefined)	-3%	1%	0%	18%[38.3 µM]	-9%	-3%	0%
O=C(COc1ccc([N+](=O)[O-])cc1Cl)N1CCOCC1	3%	29%[10 µM]	19%[9.22 µM]	x	x	x	x
Cc1ccc(C2=NN(C(=O)CCC(=O)O)C(c3cn(-c4ccccc4)nc3-c3ccc(C)cc3)C2)cc1 (centres undefined)	-6%	-15%	-24%	12%	18%[9.22 µM]	-20%	1%
O=C(O)CCCNC1=NCCC1	3%	-10%	-3%	x	-3%	x	x
Cc1cc(-c2csc3nc[nH]c(=S)c23)cc(C)c1C	-25%	19%[10 µM]	2%[9.22 µM]	-2%	x	x	x
COC(=O)[C@@H]1C[C@H]1[C@@H](NC(C)=O)c1ccccc1	1%	-6%	x	-6%	x	4%	-2%
Cc1ccc(-c2c3c(=O)n(C)c(=O)n(C)c3cn2-c2ccccc2O)cc1	4%	1%	-18%	8%[38.3 µM]	15%	-2%	-3%
CCOC(=O)c1cn2cccnc2n1	-3%	-21%[10 µM]	6%	2%[38.3 µM]	1%	-10%	-5%
Cc1ccc(-c2nc3ccccc3c(=O)n2-c2c(C)n(C)n(-c3ccccc3)c2=O)cc1	-1%	23%[10 µM]	6%[9.22 µM]	x	x	x	x
C=CCOC(=O)C1=C(C)NC(SCC(=O)NC(=O)OCC)=C(C#N)C1c1cccnc1 (centres undefined)	4%	-12%[0.074 µM]	4%	-20%[38.3 µM]	u	12%	-1%
O=C(Cn1cnnn1)Nc1ccccc1Cc1ccccc1	-1%	20%	-3%	2%[38.3 µM]	7%	-1%	-3%
C/C(=C\C(=O)O)CC(=O)O	2%	-3%	-4%	19%[38.3 µM]	2%	6%	-1%

Quoted from the results shown for reference:
SMILES	CBFb-RUNX1 inh	HTT ATP protect	HTT aggregate	IMPase Li inh	Lamin A splicing	SMN2 splice up	Luc counter
Cc1ccccc1NC(=O)Cc1nnc(NC(=O)Nc2ccccc2F)s1	10%	0%[10 µM]	-4%[9.22 µM]	x	x	x	x
COC(=O)CN1C(=O)C(O)(CC(=O)c2ccc(C)cc2)c2cc(Br)ccc21 (centres undefined)	5%	-10%[10 µM]	-5%	24%[38.3 µM]	-6%	4%	-1%

(list continues)
SMILES	CBFb-RUNX1 inh	HTT ATP protect	HTT aggregate	IMPase Li inh	Lamin A splicing	SMN2 splice up	Luc counter
CCOC(=O)C1(Cc2cccc(F)c2)CCN(CCCn2cccn2)CC1	4%	6%[10 µM]	u	x	x	x	x
CCOc1ccc(N(CC)S(=O)(=O)c2ccc3c(c2)n(C)c(=O)c(=O)n3C)cc1	0%	16%	-8%	-1%[38.3 µM]	3%	-16%	15%
COCCn1c(SCc2ccccc2F)nc2ccccc2c1=O	19%	x	u	4%	x	-2%	3%
Cn1nnnc1SCc1nc2ccccc2s1	0%	6%	-13%	0%[38.3 µM]	11%	u	-8%
Cc1ccc(S(=O)(=O)[N-]c2nc3ccccc3nc2-n2cc[n+](Cc3ccccc3)c2)cc1	7%	-16%[10 µM]	4%[9.22 µM]	x	x	x	x
CCOc1ccc(OCC)c(S(=O)(=O)N2CCCCC2C)c1 (centres undefined)	-1%	-7%	9%	22%[38.3 µM]	2%	-4%	1%
COc1ccc(OC)c(NC(=O)COC(=O)c2ccc(S(=O)(=O)N3CCOCC3)cc2)c1	7%	-27%	-5%	4%[38.3 µM]	6%	-4%	0%
O=C(CSc1cn(CC(=O)N2CCCCC2)c2ccccc12)NCC1CCCO1 (centres undefined)	3%	-13%	-2%	7%	x	-16%	5%
CS(=O)(=O)N(CC(=O)Nc1ccc(S(=O)(=O)N2CCCC2)cc1)c1cccc(F)c1	6%	19%[10 µM]	-6%[9.22 µM]	x	x	x	x
CC1=C(C#N)C(NC(=O)C2CC2)(C(F)(F)F)C(=O)N1 (centres undefined)	5%	-55%[inhibitor][10 µM]	0.32µM*	18%[38.3 µM]	-2%	17%	0%
O=C(N/N=C/C=C\c1ccco1)c1cccnc1	6%	-10%	u	7%[38.3 µM]	u	-6%	0%

Screens from PubChem BioAssay.

Compounds were not picked by outcome. About 4% of those tested had a hit in this group.
